HIV peptide binding = cell-free HIV fusion peptide-binding blockers – biochemical, uHTS, fluorescence dequenching, primary screen (AID 1986) | cell-free peptide binding, fluorescence dequenching, 30 min; higher % means a stronger effect | inhibition, % at 20 µM, or IC50 in µM where a hit was titrated | 290,000 compounds, 0.3% hits; in the data active = inhibition mostly above about 52%, no sharp cut-off; inactive = mostly below about 76%; also: some results filed as inactive read as strong as hits
KOR beta-arrestin-1 = kappa opioid receptor activators – cell-based, luminescence, uHTS, primary screen (AID 1777). 280,000 compounds, 0.02% hits. KOR beta-arrestin recruitment, luminescence; higher % means a stronger effect. activation, % at 10 µM; hits with a dose series show EC50 in µM; in the data active = activation above about 50%, passing the limit was not always enough; also: a part of the inactive calls stands beside numbers as strong as those of hits
KOR beta-arrestin-2 = KOR antagonists, beta-arrestin recruitment, cell-based, luminescence, uHTS (AID 1778) | KOR beta-arrestin recruitment, luminescence, antagonist mode; higher % means a stronger effect | inhibition, % at 10 µM, or IC50 in µM where a hit was titrated | 290,000 compounds, 0.091% hits; also: strong numbers were not always called active
Myeloid diff MLP = promotes myeloid progenitor differentiation; ER-HoxA9 myeloid progenitors, lysozyme-GFP differentiation, flow cytometry; calls only at 10 µM; 360,000 compounds, 1% hits; AID 624256;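 active = normalized GFP-positive differentiation at or above the plate's own cutoff, the solvent-only control mean plus 3 SD; inconclusive = no clear call, values can overlap the other calls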;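 also: cells exposed to compound for four days before flow analysis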
GPR55 LPI antagonism = GPR55 antagonists blocking LPI-driven arrestin recruitment, primary screen, imaging, U2OS, beta-arrestin-GFP, LPI agonist (AID 2013) | U2OS GPR55 beta-arrestin-GFP translocation imaging, LPI antagonism; higher % means a stronger effect | one-dose inhibition, % at 10 µM; IC50 in µM for titrated hits | 290,000 compounds, 0.13% hits;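 active = spots per cell inhibited over 60%, with over 100 cells counted and total cytoplasm intensity under 500,000; inconclusive = wells with under 100 cells, flagged as likely toxic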;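 also: U2OS cells stably carrying GPR55 and arrestin-GFP stimulated by 5 µM LPI near EC80; imaged beta-arrestin-GFP aggregate spots per cell after agonist stimulation; plate controls were LPI-stimulated DMSO wells for no effect and DMSO wells without LPI for full effect; some results filed as inactive read as strong as hits; confirmed hits need IC50 under 10 µM and bright autofluorescent wells are also inconclusive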
HEK293 NOD2/NF-kB = NOD2 signaling inhibitors, cell-based, luminescence, uHTS, HEK293 (AID 1566); HEK293 NOD2/NF-kB luciferase reporter, luminescence; higher % means a stronger effect; inhibition, % at 4 µM, or EC50 in µM where a hit was titrated; 290,000 compounds, 0.63% hits; also: many of its hits are not listed in these tables
GPR35 arrestin U2OS = inhibition of zaprinast-stimulated GPR35 beta-arrestin translocation – imaging, U2OS, beta-arrestin-GFP, zaprinast agonist, primary screen (AID 2058). U2OS GPR35 beta-arrestin-GFP translocation imaging, zaprinast antagonism; higher % means a stronger effect. one-dose inhibition, % at 10 µM; IC50 in µM for titrated hits. 290,000 compounds, 0.052% hits;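 active = inhibition of at least 50% with at least 30 cells and total cytoplasm GFP at most 10,000,000; inconclusive = under 30 cells or total GFP of 10,000,000 plus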
GPR55 beta-arrestin = GPR55 agonists via beta-arrestin recruitment, primary screen, imaging, U2OS cells, beta-arrestin-GFP redistribution (AID 1961). U2OS GPR55 beta-arrestin-GFP redistribution imaging; higher % means a stronger effect. activation, % at 10 µM; hits with a dose series show EC50 in µM. 290,000 compounds, 0.048% hits;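 active = activation above 40% with more than 50 cells counted in the well; inconclusive = wells holding fewer than 50 cells, flagged as toxic or sparse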;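 also: U2OS osteosarcoma cells stably expressing GPR55 and beta-arrestin-GFP; plate controls were DMSO negative control for no effect and LPI positive control for full effect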
NOD1 NF-kB reporter = NOD1 signaling inhibitors, primary screen, cell-based, luminescence, uHTS (AID 1578) | NOD1-driven NF-kB luciferase reporter cells, luminescence; higher % means a stronger effect | inhibition, % at 4 µM; hits with a dose series show EC50 in µM | 290,000 compounds, 1% hits; in the data active = inhibition mostly above about 36%, no sharp cut-off; inactive = mostly below about 34%;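 also: HEK-293T reporter cells stimulated with the NOD1 agonist gamma-tri-DAP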
Myeloid diff MLP GFP+ MAC1+ % = further read-out of Myeloid diff MLP, marked with its call; GFP+ MAC1+ double positive, %; measured here: differentiation confirmed by MAC1 staining
Starred values were filed as active, the others as inactive; i = inactive; ? = inconclusive; . = not tested or not shown; + = active, no number; [ ] = dose if it differs, or a comment. Rule as the data show it, unless noted: active = inhibition above about 50%; inactive = the rest. A portion of the library; count on the stated rates, not on these rows.

SMILES	HIV peptide binding	KOR beta-arrestin-1	KOR beta-arrestin-2	Myeloid diff MLP	Myeloid diff MLP GFP+ MAC1+ %	GPR55 LPI antagonism	HEK293 NOD2/NF-kB	GPR35 arrestin U2OS	GPR55 beta-arrestin	NOD1 NF-kB reporter
CC(=O)N1CCN(c2ccccc2NC(=S)NC(=O)c2cc3ccccc3o2)CC1	-0.3%	0.5%	-6%	i	3.0	100%	0%	-20%	-0.2%	-14%
COC(=O)c1cc(Cl)nc2ccccc12	-1.3%	-2.7%	24%	i	0.4	-10%	6%	-10%	-0.3%	-37%
COc1ccccc1C1C(C(C)=O)=C(O)C(=O)N1CCc1ccccc1 (centres undefined)	0.9%	-2.3%	14%	i	2.6	21%	-10%	-5%	0.2%	-19%
Cc1cc(C)nc(N2CCN(c3nc(C)cc(C)n3)CC2)n1	0.0%	-12%	-16%	.	.	-2%	7%	-5%	-0.3%	-6%
C=CCn1c(SCC(=O)NNC(=S)Nc2ccccc2)nnc1-c1ccccc1	-4.5%	0.4%	4%	i	0.7	-4%	-1%	-9%	0.7%	1%
CC(=O)NCCn1c(SCC#N)nc2ccccc2c1=O	-1.6%	-3.3%	8%	i	0.5	7%	19%	17%	0.3%	-2%
CC(C)(Oc1ccc(Cl)cc1)C(=O)Nc1ccc2oc(=O)ccc2c1	-0.8%	-0.1%	20%	i	0.7	6%	-3%	-13%	-0.1%	-8%
CC(C)(C)C(=O)Nc1cc(C(F)(F)F)ccc1-n1ccnc1	0.5%	-3.5%	22%	i	0.3	-18%	27%	5%	-0.3%	-5%
O=C(O)c1cc(-c2ccc(Cl)cc2)n(-c2ccc(F)cc2)n1	2.8%	-4.4%	49%	i	0.4	0%	-16%	16%	-0.1%	-15%
O=C(CN1CCN(c2ccc(Cl)cc2)CC1)NCc1ccccc1	0.8%	-3.4%	-28%	i	0.7	1%	7%	-1%	0.0%	-41%
COc1ccccc1OCCn1cc(C(=O)c2ccco2)c2ccccc21	0.1%	-1.2%	-19%	i	0.8	10%	8%	9%	0.0%	8%
Cc1cc(NS(=O)(=O)c2ccc(NC(=O)/C=C/c3c(F)cccc3Cl)cc2)no1	21%	1.3%	-21%	i	0.8	-4%	-10%	6%	-0.1%	-8%
COCCNC(=O)c1c(N)n(CCCn2ccnc2)c2nc3ccccc3nc12	6.1%	0.5%	-9%	i	2.0	-6%	4%	8%	-0.1%	-7%
c1ccc(CN2CCOCCOCCOCCOCCOCCOCC2)cc1	0.1%	-0.1%	-36%	i	0.0	1%	5%	-4%	0.2%	-9%
O=[N+]([O-])c1c(NCc2ccccc2)cc(N2CCc3ccccc3C2)c2nonc12	1.1%	7.1%	-28%	i	0.3	11%	-19%	-16%	-0.1%	35%
NS(=O)(=O)c1cccc(NC(=O)CCSc2ccccc2Cl)c1	1.3%	15%	-34%	i	2.3	6%	-44%	-3%	-0.3%	-56%
COCC(C)NC(=O)C(C)N1c2cccc3cccc(c23)S1(=O)=O (centres undefined)	-0.7%	-1.3%	-15%	i	0.6	-6%	10%	7%	-0.2%	-39%
CCOC(=O)C1(CCCc2ccccc2)CCN(C2CCN(C(C)=O)CC2)CC1	1.6%	0.2%	12%	i	0.5	-11%	-4%	-11%	-0.2%	-24%
Cc1ccc(/C=C(\NC(=O)c2ccccc2)C(=O)NCC2CCCO2)o1 (centres undefined)	-1.2%	0.6%	-52%[20 µM]	i	1.1	23%	22%	12%	0.2%	-9%
CC(C)(C)NCc1cccn1-c1sc2c(c1C#N)CCCC2	2.2%	0.3%	-12%	i	0.9	2%	11%	-8%	0.5%	6%
C=CCn1c2ccccc2c2nnc(SCC(=O)OCN3C(=O)c4ccccc4C3=O)nc21	-1.5%	-9.8%	14%	i	1.4	0%	13%	15%	-0.2%	-6%
COC(=O)NCCOc1nc(N(C)C)nc(N(C)C)n1	-1.6%	8.0%	-16%	i	1.1	-5%	2%	12%	0.5%	24%
CN1CCN(S(=O)(=O)c2cccs2)CC1	1.4%	0.4%	26%[20 µM]	i	0.1	-14%	-5%	-16%	-0.1%	-9%
COc1ccccc1C(=O)NC(C)C(c1cccs1)N1CCOCC1 (centres undefined)	0.8%	-1.8%	-3%	i	0.7	2%	-3%	9%	-0.1%	-26%
O=C(/C=C/c1ccco1)Nc1ccccc1C(=O)Nc1cccc(C(=O)O)c1	16%	1.7%	8%	i	0.4	-5%	5%	-11%	-0.1%	-6%
CN(C[C@H](c1ccccc1)N(C[C@H](Cc1ccccc1)N(CCc1ccccc1)N=O)N=O)N=O	0.7%	-2.6%	-11%	i	0.4	40%	9%	-5%	0.3%	-26%
COc1ccc(-c2noc(C3CCCN(C(=O)c4cccc(C)c4)C3)n2)cc1 (centres undefined)	-0.2%	-2.9%	-5%[20 µM]	i	0.8	-7%	37%	-4%	0.6%	-7%
NNC(=O)c1oc2nc(-c3ccc(Cl)cc3)cc(-c3ccccc3)c2c1N	2.0%	1.2%	-10%	+	10*	-2%	1%	-6%	0.4%	-20%
CCOc1cc(/C=N/NC(=O)c2cccnc2)ccc1OCC(N)=O	0.5%	-5.9%	0%	i	0.6	-7%	2%	3%	0.0%	-31%
O=C(NCc1ccccn1)C1CCCN(Cc2cnn(-c3ccccc3)c2-n2cccc2)C1 (centres undefined)	0.1%	2.6%	1%	i	0.8	4%	14%	12%	-0.1%	10%
COc1ccc2c(OC)c3ccoc3nc2c1OC	0.6%	-3.3%	6%	i	1.8	14%	-18%	11%	0.9%	-29%
NS(=O)(=O)c1ccc(CCN2C(=O)CCC2=O)cc1	0.6%	-3.8%	20%	i	0.4	-3%	13%	-10%	-0.2%	3%
CC(C)(C)/C(O)=C/c1nc2ccccc2[nH]c1=O	0.6%	2.0%	23%	i	0.1	-6%	-2%	1%	0.1%	-32%
O=Cc1ccc2cccnc2n1	-0.4%	-3.5%	-6%	i	0.4	1%	13%	2%	0.7%	16%
O=c1c2ccccc2oc2cc(OCc3ccc(F)cc3)cc(O)c12	-1.2%	-4.6%	-6%	i	0.7	7%	1%	-6%	0.0%	-11%
CC(NC(=O)c1ccc(Br)s1)c1ccncc1 (centres undefined)	-1.8%	-3.2%	-10%	i	0.6	8%	4%	6%	-0.1%	-5%
Cc1cc(C)cc(NC(=O)N2CCC(NC(=O)c3ccco3)CC2)c1	0.5%	4.3%	-62%	?	.	6%	5%	0%	-0.1%	-3%
Cc1nn(Cc2ccc(F)cc2)c(C)c1NC(=O)c1cnn2c1NC(c1ccccc1)CC2C(F)(F)F (centres undefined)	-0.4%	30%	3%	i	7.1	3%	3%	-1%	-0.1%	-6%
COc1cccc(C(=O)N2CCOCC2)c1	0.0%	0.4%	-8%	i	0.0	0%	1%	0%	0.5%	-48%
O=c1[nH]c(-c2ccncc2)nc2ccccc12	-1.1%	1.8%	-19%	i	1.1	8%	-5%	8%	0.3%	-23%
COc1ccc(-c2nc(-c3ccccn3)no2)cc1	-1.0%	.	-20%[20 µM]	i	0.4	12%	84%*	14%	-0.1%	99%*
CC(C)(C)NC(=S)N/N=C/c1c(Cl)cccc1Cl	-1.0%	1.8%	-5%	i	0.3	-1%	-4%	4%	-0.2%	-6%
COc1ccc(/C=N/NC(=O)c2cc(-c3ccccc3)nc3ccccc23)c(OC)c1	-0.7%	5.8%	-32%	i	0.2	-4%	-9%	1%	-0.2%	-4%
O=C(O)CSC1CC(=O)N(c2ccc(Cl)c(Cl)c2)C1=O (centres undefined)	2.8%	-1.2%	2%	i	1.3	20%	12%	-12%	-0.1%	-17%
Nc1cc2nn(-c3ccccc3)nc2cc1Cl	42%	8.1%	-58%	i	1.1	-2%	-56%	-6%	0.1%	-47%
CCC(C)NC(=O)Nc1ccc(C)cc1C (centres undefined)	-0.3%	-4.1%	-59%[20 µM]	i	0.3	-3%	21%	8%	0.0%	-14%
Cc1ccc(/C=N/NC(=O)CSc2nnc(-c3ccc(Cl)cc3)n2-c2ccccc2)o1	0.7%	4.1%	3%	i	0.9	2%	1%	-22%	0.9%	-16%
CN(c1ccc(C(=O)NCC2CCCO2)cc1)S(=O)(=O)c1ccccc1 (centres undefined)	1.1%	-0.4%	11%	i	1.3	12%	0%	2%	-0.1%	3%
COc1ccc(/C=C/C(=O)OCC(=O)Nc2ccc(C)cc2)cc1S(=O)(=O)N1CCOCC1	2.8%	-3.1%	.	i	0.5	15%	12%	16%	0.2%	11%
Cc1ccc(NC(=O)c2nsc(Cl)c2Cl)cc1	1.2%	0.0%	-6%	i	0.7	-6%	-178%	-6%	0.2%	-13%
CCc1c(C)nc(N2CCN(c3ccc(F)cc3)CC2)[nH]c1=O	-0.7%	-5.9%	12%[20 µM]	i	0.3	-7%	14%	0%	0.7%	-20%
CCOC(=O)c1ccc(NC(=O)CSc2nnc(C3CC3)n2C)cc1	0.5%	4.2%	-48%	i	1.0	-12%	-4%	-2%	-0.1%	-29%
COC(=O)CC1C(=O)NCCN1C(=S)Nc1cc(C)cc(C)c1 (centres undefined)	-2.9%	4.1%	4%	i	0.5	8%	13%	0%	0.0%	-17%
CCOC(=O)c1ccc(NCc2ccc(N(C)C)cc2)cc1	-4.7%	1.2%	-4%	i	0.7	25%	-18%	2%	-0.1%	17%
Cc1c[n+](CC(=O)c2ccccc2)c(C)cn1	0.6%	3.8%	0%	i	0.4	-3%	1%	7%	-0.2%	20%
CCC(=O)N1c2ccc(C)cc2C2=NNC(=S)NC21O (centres undefined)	1.3%	-4.1%	10%	i	2.0	9%	12%	-5%	-0.1%	4%
CCOC(=O)Cc1cc(=O)n2[nH]c(C)c(C#N)c2n1	-4.2%	-1.1%	9%	i	4.3	18%	1%	14%	-0.1%	8%
COCCn1c(-c2cccs2)csc1=Nc1cccnc1	4.0%	4.6%	6%	i	0.0	4%	22%	-12%	0.3%	9%
Cc1ccc(NC(=O)c2ocnc2C)cc1Cl	-0.7%	-0.3%	-33%	i	3.6	8%	-76%	-6%	0.0%	-64%

Bioassay records as filed in PubChem.
